# Screens as filed in PubChem.
# mHtt clearance: compounds clearing mutant huntingtin protein | HeLa Exon1htt(103Q)mCFP, aggregate imaging; zero = plate's median compound well | inhibition, % at 1.5 µM | 47,000 compounds, 0.42% hits | AID 853;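 active means inhibition of aggregate fluorescence above about 70%, also judged a hit by eye on the cell image, limit read from the data, passing the limit was not always enough; inconclusive means no rule stated for this call; inactive means not judged a hit on image review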;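 further: cells exposed to compound for three days before fixation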
# mHtt clearance grain fraction: further read-out of mHtt clearance, marked with its call; fraction fluorescence in grains; measured here: aggregate grain fluorescence fraction; hits give low values;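 scaled fraction of total cell fluorescence in grains with unit not stated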
# Active calls of the source: *; ? = inconclusive; / = no result given. Only part of the results is shown; the hit share may differ from the screen's.
SMILES,mHtt clearance,mHtt clearance grain fraction
CCOC(=O)c1ccc(N=c2sc(C(=O)OC)cc(=O)n2Cc2ccc3c(c2)OCO3)cc1,-500,282
CCN(CC)S(=O)(=O)c1ccc(N2CCCC2)c(C(=O)OCC(=O)/C(C#N)=C(\C)N)c1,46,8.8
Cc1cc(C)c2c(-n3cccc3)nn(C)c2n1,20,17
c1ccc(-c2c(-c3ccccc3)n(Cc3ccco3)c3ncnc(NCCCn4ccnc4)c23)cc1,-2,20
COC(=O)c1cc2occc2n1Cc1c(F)cccc1Cl,29,26
Cc1ccc(C)c(N2CC(=O)N(c3cc(C)ccc3C)CC2=O)c1,17,14
CCCS(=O)(=O)N1CCC(C(=O)NCc2ccccc2Cl)CC1,-6,34
C=CCN1C(=O)S/C(=C/c2ccsc2)C1=O,-37,25
Cc1cccn2c(=O)c(C=Nc3ccccc3)c(NCc3ccco3)nc12,14,32
COc1nc(C)ccc1-c1noc(-c2ccco2)n1,-3,18
CC(c1ccccc1F)n1cc(C(=O)NCCc2ccco2)nn1 (centres undefined),9,40
CCOC(=O)c1csc(NC(=O)CSc2nnnn2-c2ccc(OC)cc2)n1,7,30
C=CCN1C(=Nc2cccnc2)SCC1(O)c1ccc(C)cc1 (centres undefined),-47,59
CCSc1ccccc1C(=O)NCc1ccc2c(c1)OCO2,-284,144
O=C(NCCCN1CCN(c2ccccc2F)CC1)C1CCN(S(=O)(=O)c2cccs2)CC1,15,31
C=CC[n+]1c(-c2ccc(C)cc2)csc1NNC(=O)Nc1ccccc1,0,36
CCn1c2ccccc2c2nnc(SCC(=O)OCN3C(=O)c4ccccc4C3=O)nc21,-8,38
C=C(C)CSc1nnc(-c2cccc(Cl)c2)n1N,7,37
Cc1cnc(C(=O)Nc2ccc(N3CCN(C(=O)OC(C)(C)C)CC3)cc2)cn1,-250,71
CCOC(=O)Cn1c(=N)n(CCOc2cccc(C)c2)c2ccccc21,24,35
COc1ccc(N2CCN(CC(O)COc3ccc4c(c3)CCC4)CC2)cc1 (centres undefined),-31,25
COc1ccc(-c2nc(NC(=O)CSc3nnc(C)s3)ns2)cc1,?,/
Cc1csc(SCc2nc3sc4c(c3c(=O)[nH]2)CCC4)n1,-26,21
O=C(O)CCc1ccc(-c2ccccc2)n1CC1CCCO1 (centres undefined),42,12
CNC(=O)C(=O)NCCc1ccc(Cl)cc1,-6,42

# Gathered by group, the compounds so far with an aryl thioether with sulfur outside any ring.
SMILES,mHtt clearance,mHtt clearance grain fraction
CCOC(=O)c1csc(NC(=O)CSc2nnnn2-c2ccc(OC)cc2)n1,7,30
CCSc1ccccc1C(=O)NCc1ccc2c(c1)OCO2,-284,144
CCn1c2ccccc2c2nnc(SCC(=O)OCN3C(=O)c4ccccc4C3=O)nc21,-8,38
C=C(C)CSc1nnc(-c2cccc(Cl)c2)n1N,7,37
COc1ccc(-c2nc(NC(=O)CSc3nnc(C)s3)ns2)cc1,?,/
Cc1csc(SCc2nc3sc4c(c3c(=O)[nH]2)CCC4)n1,-26,21

# The list goes on.
SMILES,mHtt clearance,mHtt clearance grain fraction
CCOC(=O)C1=C(C)NC2=C(C(=O)C(C(=O)OCC)C(c3cccc(OC)c3)C2)C1c1ccccn1 (centres undefined),-27,51
COc1ccc(CCNC(=O)c2cc3sccc3n2C)cc1OC,2,33
O=C(OCCN1CCCCC1)c1ccc(Cl)cc1,-84,58
CCOC(=O)c1c(NC(=O)COC)sc2c1CCCC2,-18,20
Cc1cc(NC(=O)CSc2nnc(C3CC3)n2Cc2ccccc2)no1,-122,68
CCn1c(SCC(=O)Nc2ccccc2F)nc2c(c1=O)SC(C)C2 (centres undefined),-28,25
Cc1ccc(-c2nn(C)c(=O)c3ccccc23)cc1S(=O)(=O)N1CCOCC1,-112,39
O=C(Cc1n[nH]c(=O)c2ccccc12)OCC(=O)c1ccc2c(c1)OCCO2,-379,168
COc1ccc(C2C(C(=O)Nc3cccc(C)n3)CCC(=O)N2c2ccc(OC)cc2)cc1 (centres undefined),-30,48
Cc1nc2ccc(-c3nc4ccccc4o3)cc2[nH]1,10,36
O=C(c1ccc(O)cc1)c1ccc(C(=O)c2ccc(O)cc2)cc1,-13,21
O=C(CN1N=C(C(F)(F)F)CC1(O)c1ccc([N+](=O)[O-])cc1)c1ccccc1 (centres undefined),1,19
COc1ccccc1C(=O)NCCn1cc(SCC(=O)Nc2nnc(C)s2)c2ccccc21,-45,51
CCCNC(=S)N1CCC(NC(=O)C2CCCCC2)CC1,20,32
Cc1nnc(NC(=O)c2ccco2)s1,-34,45
CCn1c(N)c(C(=O)NC2CCCCC2)sc1=S,28,15
Cc1c(N2C(=O)C(C)SC23C(=O)Nc2ccccc23)c(=O)n(-c2ccccc2)n1C (centres undefined),-1,20
CC(C)c1[nH]nc2c1C(c1cccnc1)C(C#N)=C(N)O2 (centres undefined),18,30
CCc1cc2c(=O)n(C(C)C(=O)OC3CCCCC3)cnc2s1 (centres undefined),33,13
CC1CN(C(=O)COc2ncnc3ccccc23)CC(C)O1 (centres undefined),-20,48
Cc1ccc(S(=O)(=O)NCc2ccncc2)cc1,25,14
COc1cc(OC)cc(C(=O)NCc2cccnc2)c1,75*,4.2*
Cc1nc2c(n1O)CCC/C2=N\O,14,29
Cc1ccc(S(=O)(=O)N2CN(Cc3ccco3)c3nc4ccccc4nc32)cc1C,-66,62
CCOc1ccc(CNC(=O)C(CC)n2nc(C)n3c(cc4occc43)c2=O)cc1OC (centres undefined),44,21

# Next section, starting with the last 6 of the part before.
SMILES,mHtt clearance,mHtt clearance grain fraction
CC1CN(C(=O)COc2ncnc3ccccc23)CC(C)O1 (centres undefined),-20,48
Cc1ccc(S(=O)(=O)NCc2ccncc2)cc1,25,14
COc1cc(OC)cc(C(=O)NCc2cccnc2)c1,75*,4.2*
Cc1nc2c(n1O)CCC/C2=N\O,14,29
Cc1ccc(S(=O)(=O)N2CN(Cc3ccco3)c3nc4ccccc4nc32)cc1C,-66,62
CCOc1ccc(CNC(=O)C(CC)n2nc(C)n3c(cc4occc43)c2=O)cc1OC (centres undefined),44,21
COc1ccc(OC)c(NC(=O)CSc2nnc(C)n2Cc2ccccc2)c1,-118,43
CC(=O)N(C(C)=O)c1ccc2nc(C)[nH]c(=O)c2c1,6,16
COc1cccc(NS(=O)(=O)c2cc(C)sc2C)c1,22,15
CN(C)c1ccc(NC(=O)CC2NCCNC2=O)cc1 (centres undefined),11,17
Cc1ccc(C(c2nnnn2C2CCCC2)N2CCN3CCCC3C2)cc1 (centres undefined),23,31
CC(C)Oc1ccc(C2CC(=O)N(c3cccc(C(=O)O)c3)C2=O)cc1 (centres undefined),-9,22
Cc1nnc(SCc2cc(=O)[nH]c(N3CCN(Cc4ccccc4)CC3)n2)s1,-4,21
COc1cccc(C(=O)Oc2cc(-c3ccccc3)no2)c1,8,18
Cc1ccc(S(=O)(=O)NC(CC(=O)NC2CCCC2)c2ccco2)cc1 (centres undefined),45,19
Cc1nnc(SCCn2c(N3CCCC(C)C3)nc3c2c(=O)n(C)c(=O)n3C)s1 (centres undefined),-65,82
COC(=O)/C(=C/Nc1ccc(O)cc1)[N+](=O)[O-],30,14
O=C(COc1ncnc2scc(-c3ccc(F)cc3)c12)NCc1ccco1,17,15
COCCN(CC(=O)NCc1ccc(OC)cc1)C(=O)CCC(=O)Nc1nccs1,0,21
CN(C)c1nc(-c2ccccc2)nnc1C(F)(F)F,22,17
Cc1ccc(-c2nnn(CC(=O)Nc3cccc4c3CCCC4)n2)o1,43,12
CCc1c(C)nc2ncnn2c1N1CCC(C(=O)Nc2cccc(C(C)=O)c2)CC1,7,37
COc1ccc(C(N)=O)cc1NC(=O)CC(O)(C(F)(F)F)C(F)(F)F,-26,24
C/C(=N\N1CCN(C2c3ccccc3-c3ccccc32)CC1)c1cccnc1,-9,24
Cc1ccc(C)c(NC(=S)NCc2cccn2C)c1,-11,24
CCOC(=O)CNC(=O)Cn1cnc2ccc(S(=O)(=O)N3CCC(C)CC3)cc2c1=O,4,41
COc1cccc(NC(=O)Cn2nc(Cc3cccnc3)c3ccccc3c2=O)c1,-8,49
CCCCC(C)n1[nH]c(=O)cc1N (centres undefined),-51,31
O=C(OC1CCN(c2ncc(C(F)(F)F)cc2Cl)CC1)c1ccc(Cl)cc1,29,15
c1ccc(CSc2nnc3c(n2)OC(c2ccco2)Nc2ccccc2-3)cc1 (centres undefined),-2,20
COC(=O)c1cc(OC)c(OCc2cc(C(=O)OC)oc2C)c(OC)c1,-49,24

# Additional compounds follow:
SMILES,mHtt clearance,mHtt clearance grain fraction
Cc1noc(N)c1C(=O)Nc1ccc(F)c(Cl)c1,34,27
O=S(=O)(Nc1cccc2ccccc12)N1CCCC1,-36,23
COc1ccc(CCN(Cc2nc3ccccc3c(=O)[nH]2)C(=O)c2ccco2)cc1OC,-30,49
O=C(c1ccc(Cl)cc1)N1CCC(c2nc(-c3cccs3)no2)CC1,-14,34
C1CCC2(CC1)C1=C(CCCC1)Nc1nnnn12,-15,23
CC1CCN(c2ccccc2NC(=O)c2ccc(F)cc2)CC1,20,19
CCOC(=O)c1ccc(NC(=O)NCc2ccn(CC)n2)cc1,31,13
O=C(NCc1ccco1)C(c1cccnc1)N(C(=O)Cn1nnc2ccccc21)c1ccc(F)cc1 (centres undefined),17,17
CN(CCC#N)S(=O)(=O)c1ccc2c(c1)c(=O)n(C)c(=O)n2C,-45,34
Clc1ccc(C2=CSC3=NCCN23)cc1Cl,-11,22
O=C(OCc1nc2ccccc2s1)c1ccc(Br)s1,39,22
COc1cccc(S(=O)(=O)Nc2cccnc2)c1,5,16
COC(=O)c1ccccc1NC(=O)c1cncc(Br)c1,16,30
COC(=O)c1ccc(C2/C(=C(\O)c3ccc4c(c3)OCCO4)C(=O)C(=O)N2CCCN(C)C)cc1 (centres undefined),-3,41
CSCCC(NC(=O)c1cncc(Br)c1)C(=O)O (centres undefined),15,17
CC(CCCC(C)(C)O)NCCO (centres undefined),7,42
COc1ccc(-c2nc(C#N)c(NCC3CCCO3)o2)cc1 (centres undefined),-14,21
COc1ccc(CN2C(=O)C(O)(CC(=O)c3c(C)n[nH]c3C)c3ccccc32)cc1OC (centres undefined),-27,23
Cc1cc(C(=O)Nc2c(C)cccc2C)n(-c2ccccc2)n1,-47,76
COc1ccc(S(=O)(=O)N[C@@H](CC(C)C)C(=O)O)cc1,41,21
O=C(COC(=O)c1cnccn1)c1ccccc1,7,36
Cc1onc(-c2ccccc2Cl)c1C(=O)N1CC(C)OC(C)C1 (centres undefined),-11,19
O=C(COC(=O)c1ccccc1)NCc1ccco1,-23,24
CCCOCCOC(=O)C1=C(C)NC(=O)NC1c1cc(Cl)c(O)c(OC)c1 (centres undefined),-2,42
CCOC(=O)c1ccc(NC(=O)CSc2nnc(C3CCCCC3)n2C)cc1,27,14

# Part of the list above in a different format.
mHtt clearance	mHtt clearance grain fraction	molecule
7	36	O=C(COC(=O)c1cnccn1)c1ccccc1
-11	19	Cc1onc(-c2ccccc2Cl)c1C(=O)N1CC(C)OC(C)C1 (centres undefined)
-23	24	O=C(COC(=O)c1ccccc1)NCc1ccco1
-2	42	CCCOCCOC(=O)C1=C(C)NC(=O)NC1c1cc(Cl)c(O)c(OC)c1 (centres undefined)

# Continuation.
SMILES,mHtt clearance,mHtt clearance grain fraction
C/C(N)=C(/C#N)C(=O)COc1ncnc2ccccc12,-77,60
CC(C)=C(NC(=O)c1ccco1)C(=O)NCCc1nc2ccccc2[nH]1,-5,34
OCCN(CCO)CC(O)COc1ccc2c(c1)OCO2 (centres undefined),-17,47
Nc1c(C(=O)NCC2CCCO2)sc(=S)n1-c1ccccc1 (centres undefined),7,19
CC(NC(=O)c1noc2c1CCCCC2)c1ccccc1 (centres undefined),-310,127
COc1cccc(N2CCN(C(=O)c3ccc(=O)oc3)CC2C)c1 (centres undefined),-36,47
S=c1[nH]nc(-c2ccc(Cl)cc2)n1CC1CCCO1 (centres undefined),-15,24
CC1=CC(C)(C)N(C(=O)CSc2ncn[nH]2)c2ccc(C)cc21,36,13
CCOc1cc2[nH]c(=O)n(CCCC(=O)NCc3ccco3)c(=O)c2cc1OCC,-19,36
CC(=O)OC(C(=O)NC1CCCCC1)c1ccc(C#N)cc1 (centres undefined),-4,23
O=C(N/N=C\c1cn(-c2ccccc2)nc1-c1ccccc1)c1ccc2c(c1)OCO2,-10,33
Cc1nc(CC(=O)O)c(-c2ccccc2)s1,4,19
CC(=O)N1CCc2cc(NC(=O)c3ccc(C)cc3)ccc21,38,11
Cc1ccc(C2CC(c3ccccc3OC(F)F)Nc3ncnn32)cc1 (centres undefined),-21,26
COc1ccccc1-c1noc(-c2cc(OC)c(OC)c(OC)c2)n1,-14,21
COc1ccccc1CNC(=O)CSc1nc(-c2ccccc2)cn1N,15,30
Cc1cc(C(=O)Nc2c(F)cc(F)cc2Br)c(C)o1,0,36
CC1CC(=O)C2=C(C1)Nc1ncnn1C2c1ccccc1 (centres undefined),-6,43
O=C(Nn1c(Cc2cccs2)nc2ccccc2c1=O)c1ccc(F)c(F)c1,-43,28
CCn1c(=S)ccc2ccc(OC)cc21,-31,24
O=C(Cn1cnc2c(cnn2-c2ccc(Cl)cc2)c1=O)NCCc1ccccc1,60,14
